MITF TRPM1 HTS: activators of MITF-driven TRPM1 promoter reporter, primary screen, cell-based, SK-MEL-5, luciferase, single point | SK-MEL-5 TRPM1-promoter luciferase, 24 h; % of positive control, neutral wells = 0 | activation, % at 12.5 µM | 300,000 tested, 0.75% active | AID 588334, 2011;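 active = mean activation of at least 80% with every replicate also reaching 80%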;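 also: 0% = neutral control wells and 100% = parthenolide positive control wells; values of inactives mirror those of a sister screen read the other way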
SR-BI uptake up: activators of SR-BI mediated DiI-HDL uptake, primary screen, ldlA[mSR-BI] CHO cells, DiI fluorescence; 3 h; 100 = double the neutral-control signal; activation, % at 12.5 µM; 320,000 tested, 0.096% active;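 active = mean replicate activation of at least 60% and every replicate at or above 60%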;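 also: 0% = median plate neutral-control signal and 100% = twice that signal; values of inactives mirror those of a sister screen read the other way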
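System: LDL receptor-deficient CHO ldlA cells overexpressing murine SR-BI | Timing: 3 h uptake period with compound, 37 °C | Medium: HEPES-buffered (25 mM, pH 7.4) F12 plus 0.5% BSA | Dosing: Single-point compound dose | Signal: Bottom-read fluorescence, 550/595 nm | Read-out: Retained DiI signal reflecting DiI-HDL uptake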
Wnt act: Wnt/beta-catenin pathway activators, primary screen, cell-based, plate reader, single point | Wnt/beta-catenin reporter cell assay, activator | activation, % at 9.35 µM | 300,000 tested, 1.2% active | AID 743398, 2014; in the data active = activation above about 30%, passing the limit was not always enough;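 also: 0% = neutral control wells and 100% = positive control wells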
PvdQ acylase: P. aeruginosa PvdQ acylase inhibitors, primary screen, biochemical, fluorescence, plate reader and imaging, single point; AID 488965, 2010; purified PvdQ acylase; PvdQ acylase [Pseudomonas aeruginosa LESB58]; inhibition, % at 10 µM; 340,000 tested, 0.063% active; in the data active = inhibition above about 30%, passing the limit was not always enough;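 also: 0% = vehicle neutral wells and 100% = reference inhibitor wells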
cardiac RTF act: cardiac RTF calcium sensitivity activators, primary screen, biochemical, IANBD-TnC fluorescence, EC20 calcium. IANBD-labeled TnC RTF fluorescence at EC20 calcium; 0% EC20 calcium, 100% full calcium. activation, % at 7.2 µM. 340,000 tested, 0.24% active;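 active = activation above the mean over all tested compounds plus 3 SD, cut at about 30% in these data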;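 also: rise in fluorescence read as greater calcium sensitivity of cardiac thin filaments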
HTR5A ag ctr: HTR5A agonists in luminescence cell assay, primary screen, counter-screen for OPRM1-OPRD1 heterodimer agonist project, full-deck HTS; AID 504692, 2011; 5-hydroxytryptamine receptor 5A (Homo sapiens), P47898; activation, % at 9.3 µM; cell-based; 340,000 tested, 0.61% active; in the data active = activation mostly above about 9.5%, no sharp cut-off; inactive = mostly below about 7.6%;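 also: 0% = cells with vehicle only and 100% = reference agonist; strong numbers were not always called active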
dFosB activator: activators of delta FosB homodimer, primary screen, biochemical, fluorescence polarization, TAMRA-CDK5 oligo, single point | Protein FosB (Mus musculus), P13346 | purified delta FosB; percent of positive-control signal above neutral wells | activation, % at 25 µM | 340,000 tested, 0.99% active;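 active = mean activation above about 17%, with every replicate also reaching it, limit read from the data, passing the limit was not always enough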;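 also: fluorescence polarization rise as delta FosB binds a TAMRA Cdk5 AP-1 oligo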
SR-BI HDL uptake: inhibitors of SR-BI mediated HDL lipid uptake, primary screen, ldlA[mSR-BI] cells, fluorescence, single point | inhibition, % at 12.5 µM | 320,000 tested, 0.96% active | ldlA[mSR-BI] CHO cells, DiI-HDL uptake fluorescence, 3 h | AID 488896, 2010 | Scavenger receptor class B member 1 (Mus musculus), Q61009;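 active = mean replicate inhibition of at least 70% and a set share of replicates each scoring 70 or more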;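 also: 0% = median of neutral control wells and 100% = median of positive control wells; values of inactives mirror those of a sister screen read the other way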
Target sequence (Q61009 whole entry, looked up): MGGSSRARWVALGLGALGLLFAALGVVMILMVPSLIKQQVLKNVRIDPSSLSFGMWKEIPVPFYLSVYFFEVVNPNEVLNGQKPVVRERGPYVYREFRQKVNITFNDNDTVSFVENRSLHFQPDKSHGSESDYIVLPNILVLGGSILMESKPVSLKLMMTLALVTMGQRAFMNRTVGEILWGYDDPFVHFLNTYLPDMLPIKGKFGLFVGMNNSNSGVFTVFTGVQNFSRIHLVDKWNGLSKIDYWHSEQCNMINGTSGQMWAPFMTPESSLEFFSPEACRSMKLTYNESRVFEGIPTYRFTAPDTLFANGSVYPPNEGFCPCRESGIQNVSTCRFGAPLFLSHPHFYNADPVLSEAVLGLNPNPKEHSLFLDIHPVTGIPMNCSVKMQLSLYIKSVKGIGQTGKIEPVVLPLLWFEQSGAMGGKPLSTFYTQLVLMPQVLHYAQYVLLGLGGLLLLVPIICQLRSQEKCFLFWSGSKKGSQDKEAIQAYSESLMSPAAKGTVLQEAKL
CDK5 p35 inh: inhibitors of human CDK5/p35 kinase, primary screen, biochemical, single concentration; Cyclin-dependent kinase 5 (Homo sapiens) + Cyclin-dependent kinase 5 activator 1 (Homo …; Recombinant CDK5/p35, ADP-Glo luminescence, 60 min; 330,000 tested, 0.01% active; AID 488839, 2010; inhibition, % at 10 µM;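 active = highest replicate inhibition of at least 50% and at least 75% of replicates reaching 50%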;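 also: plate controls were DMSO neutral control for no effect and GW8510 at 10 µM for full effect; many of its hits are not listed in these tables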
Rtt109 HAT inh: inhibitors of C. albicans Rtt109/Vps75 HAT, primary screen, biochemical, ThioGlo CoA-SH fluorescence, plate reader. purified Rtt109/Vps75, 4 h. Histone acetyltransferase RTT109 (Candida albicans (strain SC5314 / ATCC MYA-2876)), …. AID 540336, 2011. 330,000 tested, 0.16% active. inhibition, % at 34.9 µM;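 active = inhibition of at least 50% in every replicate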
Target sequence (Q5AAJ8 whole entry, looked up): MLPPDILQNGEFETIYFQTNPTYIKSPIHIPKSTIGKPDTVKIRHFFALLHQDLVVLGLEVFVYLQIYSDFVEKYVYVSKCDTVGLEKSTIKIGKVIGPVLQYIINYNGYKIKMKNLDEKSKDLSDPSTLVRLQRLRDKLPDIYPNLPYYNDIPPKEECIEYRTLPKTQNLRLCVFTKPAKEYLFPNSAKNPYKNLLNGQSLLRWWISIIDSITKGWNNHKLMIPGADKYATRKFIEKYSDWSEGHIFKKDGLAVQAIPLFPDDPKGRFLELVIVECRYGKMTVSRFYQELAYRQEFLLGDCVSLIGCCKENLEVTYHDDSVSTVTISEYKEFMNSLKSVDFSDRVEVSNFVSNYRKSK
Numbers without * were called inactive; . = no result given.

SMILES	MITF TRPM1 HTS	SR-BI uptake up	Wnt act	PvdQ acylase	cardiac RTF act	HTR5A ag ctr	dFosB activator	SR-BI HDL uptake	CDK5 p35 inh	Rtt109 HAT inh
CC(C)(C)c1ccc(-c2nc(C=O)c3ccccn23)cc1	-11	-23	-9	-9	2	-4	-5	23	-0.3	-5
O=C(NCc1ccccn1)C(=O)NCC(c1ccco1)N1CCOCC1 (stereo not drawn)	-1	.	7	-12	-3	1	-4	.	0.6	-1
CCn1cc(C(=O)NCc2cccc(F)c2)c(=O)c2cc(F)c(N3CCN(C(=O)c4ccco4)CC3)cc21	-31	-25	.	-5	-2	1	3	25	0.3	6
N/N=C(\c1ccccc1)c1cc(Br)ccc1N	.	-2	-2	-10	5	-2	1	2	0.6	1
CC(=O)c1cccc(-n2c(CCC(=O)O)ccc2-c2ccc(C)cc2)c1	-6	8	.	-1	-6	-1	-8	-8	0.3	8
Cc1cc(C)nc(SCc2ccc(C(=O)N/N=C3\CCCC(=O)C3)cc2)n1	-4	-4	0	-20	11	8	-11	4	-2.7	-4
CC1CCCCC1NC(=O)C1CCN(C(=O)NC2CCCCC2)CC1 (stereo not drawn)	.	3	.	-14	8	2	-3	-3	0.9	-5
C=CCn1c(SCC(=O)Nc2ccccc2)nnc1-c1cccc(S(=O)(=O)N2CCOCC2)c1	.	-14	.	-10	2	3	0	14	-0.3	5
Cc1cc(C(=O)O)c(C)n1Cc1ccncc1	-2	0	-2	-12	8	-4	0	0	1.1	-11
CCN1C(=O)/C(=C2\C=Cc3cc(C)ccc3N2CC)OC1=S	3	6	.	-1	-2	-3	-5	-6	1.6	-68
CN(C)CCNC(=O)Cn1ccc2cc(S(=O)(=O)N3CCCCCC3)ccc21	1	26	-2	-9	8	7	-6	-26	.	2
COc1ccc(S(=O)(=O)N(C)C[C@H]2Oc3ccc(NC(=O)CCC(F)(F)F)cc3C(=O)N([C@H](C)CO)C[C@@H]2C)cc1	6	-3	-1	-2	-4	3	-12	3	1.1	-2
CC(O)(CS(=O)(=O)Cc1ccc(Cl)cc1)C(=O)Nc1cccc(C(F)(F)F)c1 (stereo not drawn)	12	21	-2	-11	0	0	7	-21	-17	7
Cc1ccc(NC(=O)c2cnc(SCC(=O)NCC3CCCO3)n(C)c2=O)cc1 (stereo not drawn)	-11	-8	8	-13	-2	4	-7	8	-4.5	-61
Cn1c(=O)c2sccc2n2c(CCCC(=O)N3CCN(c4ccccn4)CC3)nnc12	-2	4	0	-5	0	-2	-10	-4	2.2	-12

Filtered by structure: those above containing an aryl thioether with sulfur outside any ring
SMILES	MITF TRPM1 HTS	SR-BI uptake up	Wnt act	PvdQ acylase	cardiac RTF act	HTR5A ag ctr	dFosB activator	SR-BI HDL uptake	CDK5 p35 inh	Rtt109 HAT inh
Cc1cc(C)nc(SCc2ccc(C(=O)N/N=C3\CCCC(=O)C3)cc2)n1	-4	-4	0	-20	11	8	-11	4	-2.7	-4
C=CCn1c(SCC(=O)Nc2ccccc2)nnc1-c1cccc(S(=O)(=O)N2CCOCC2)c1	.	-14	.	-10	2	3	0	14	-0.3	5
Cc1ccc(NC(=O)c2cnc(SCC(=O)NCC3CCCO3)n(C)c2=O)cc1 (stereo not drawn)	-11	-8	8	-13	-2	4	-7	8	-4.5	-61

Next part.
SMILES	MITF TRPM1 HTS	SR-BI uptake up	Wnt act	PvdQ acylase	cardiac RTF act	HTR5A ag ctr	dFosB activator	SR-BI HDL uptake	CDK5 p35 inh	Rtt109 HAT inh
CCn1cc[n+](C)c1P(c1ccccc1)c1ccccc1	-34	-5	1	-6	-4	0	-8	5	0.0	.
CC(C)(C)OC(=O)[C@H](Cc1ccccc1)NC(=O)c1nc[nH]c1C(=O)N1CCN(C(=O)OC(C)(C)C)CC1	5	2	-11	-14	-3	-3	-12	-2	2.3	-7
COCCCNC(=O)Cn1c(=O)n(Cc2ccc(F)cc2)c(=O)c2sccc21	-3	-6	.	6	2	8	-4	6	1.0	12
CC(=O)Nc1c(O)nc(SCc2ccc(Cl)cc2)[nH]c1=O	4	-6	.	5	3	4	4	6	-0.8	18
COc1ccc(C(=O)Nc2ccc(N3CCCC3)cc2)cc1Br	3	.	0	-1	-3	1	-1	.	-0.3	0
COc1ccc(CCNC(=O)C(=O)NCc2ccccn2)cc1	-1	3	37*	-4	3	-1	-3	-3	-2.4	1
O=C(NN=Cc1ccc([N+](=O)[O-])cc1)c1ccncc1	-2	-6	-3	-13	-2	3	-11	6	0.3	2
Cc1ccc(S(=O)(=O)n2[nH]c(=O)cc2N)cc1	0	3	-1	14	-5	7	-1	-3	0.5	9
CC(C)(CCl)C(=O)Nc1ccc(Sc2ccc(F)cc2)cc1	12	0	7	-19	2	4	-1	0	-1.0	1
Cc1cccc(OCCCC(=O)Nc2ccc3c(c2)OCO3)c1	4	1	.	-13	4	7	-2	-1	-2.3	.
CC(C)(C)NC(=O)C(c1cccnc1)N(C(=O)c1ccc(Cl)nc1)C1CCCC1 (stereo not drawn)	8	7	0	4	-4	-4	4	-7	-0.4	8
O=C(O)CC(C(=O)Nc1ccc(F)cc1)C1CCCO1 (stereo not drawn)	-1	.	-3	-19	-1	-2	-2	.	-1.6	-4
CCOC(=O)C1(Cc2cccc(Cl)c2)CCCN(C(=O)c2cccc(C)n2)C1 (stereo not drawn)	-4	7	0	-11	0	0	-2	-7	-0.3	-7
O=C(NNC1CC(=O)N(c2ccc(F)cc2)C1=O)c1cccnc1 (stereo not drawn)	-4	15	1	-1	2	13	7	-15	-0.5	0
COc1ccc(Cl)cc1NC(=O)CN1CCC(NC(=O)C2CC2)CC1	6	.	-3	6	-4	7	-12	.	2.5	5
CCC(C)C1/C=C\CC(NC(=O)OCC2c3ccccc3-c3ccccc32)CC(=O)N1Cc1ccccc1 (stereo not drawn)	-14	-75	.	-13	-3	2	-14	75*	0.1	-5
CCCN(CCC)CCNc1c(NC2CCN(C(=O)OCC)CC2)c(=O)c1=O	9	12	1	-8	14	18	-6	-12	-4.7	-2
CC(=O)N1CCCc2cc(S(=O)(=O)N3CCc4ccccc4C3)ccc21	-3	-29	0	-6	-1	-3	-6	29	-2.8	8
Cc1ccc(NS(=O)(=O)c2ccc3c(c2)NC(=O)C(C)C(=O)N3)c(Cl)c1 (stereo not drawn)	.	7	-2	-2	8	6	-2	-7	-7.6	-2
Cc1cc(NC(=O)c2ccc3[nH]c(C)c(C)c3c2)ccn1	16	-63	3	-9	4	-4	-3	63	0.0	4
O=C(CCn1c(=S)[nH]c2ccccc2c1=O)Nc1ccc(F)cc1	-4	-25	0	-9	2	-2	-8	25	-0.9	3
CCN(c1ccccc1)S(=O)(=O)c1cccc(C(=O)OCc2nc3sc(C)c(C)c3c(=O)[nH]2)c1	4	-30	-2	4	4	6	-14	30	-0.2	.
Cc1ccc2nsnc2c1NC(=O)c1ccc([N+](=O)[O-])o1	-46	.	.	7	3	-3	1	.	0.3	1
CCOC(=O)C1=C(C)Nc2ccccc2N=C1NC(=O)Cc1ccc(Cl)c(Cl)c1	-4	0	0	5	-1	1	-2	0	5.4	6
CCOc1ccc(C2=CC(=O)C[C@H](c3ccc(OC)cc3)C2)cc1	.	19	12	8	-6	7	-1	-19	0.7	1
CCCCn1c(SCC(=O)N(C)C2CCS(=O)(=O)C2)nc2cc(S(N)(=O)=O)ccc21 (stereo not drawn)	-6	13	0	-13	4	3	-7	-13	-3.2	-10
CN(C(=O)COC(=O)c1ccc(S(=O)(=O)N2CCCC2)cc1)c1ccccc1	-8	6	2	4	-6	3	2	-6	0.1	-1
CNS(=O)(=O)c1cc(-c2nnc(N3CCOCC3)c3ccccc23)ccc1C	-3	-23	-1	-13	2	9	-8	23	0.5	5
CCCCN(CC)Cc1c(C)[nH]c2ccccc2c1=O	-2	28	.	-8	7	-2	-13	-28	-0.6	-6
CN(C)c1ccc(NC(=O)CN2CCc3ccccc3C2)cc1	46	.	5	0	2	5	-11	.	-0.6	3

Look-ups from the entries so far:
Value of `COc1ccc(C(=O)Nc2ccc(N3CCCC3)cc2)cc1Br` under HTR5A ag ctr: 1
Value of `Cc1cc(NC(=O)c2ccc3[nH]c(C)c(C)c3c2)ccn1` under PvdQ acylase: -9

Later entries.
SMILES	MITF TRPM1 HTS	SR-BI uptake up	Wnt act	PvdQ acylase	cardiac RTF act	HTR5A ag ctr	dFosB activator	SR-BI HDL uptake	CDK5 p35 inh	Rtt109 HAT inh
CC(C)OCCCNC(=O)CN1C(=O)COc2ccc(S(=O)(=O)N3CCCCCC3)cc21	.	7	1	-5	-2	1	-4	-7	0.1	0
CC1CC1C(=O)OCC(=O)Nc1cccc([N+](=O)[O-])c1 (stereo not drawn)	-9	9	3	1	2	-6	-4	-9	0.5	-15
OCCNCC(O)Cn1c2ccccc2c2ccccc21 (stereo not drawn)	-1	18	-1	-4	7	-1	-3	-18	1.0	0
CCOC(=O)C(C)N1C(=O)S/C(=C/c2cc(C)n(-c3ccncc3)c2C)C1=O (stereo not drawn)	0	-51	1	-3	-3	2	-9	51	-1.8	8
CC1Cc2ccccc2N1C(=O)CSc1ncccc1C(=O)O (stereo not drawn)	-5	-7	.	-14	4	0	1	7	-1.1	-3
COc1ccc(OC)c(/C=N/n2c(COc3ccccc3)n[nH]c2=S)c1	0	0	5	2	-8	-3	0	0	2.0	5
CNC(=S)NNC(=O)c1sc2cc(C(F)(F)F)cnc2c1-c1ccccn1	12	9	-2	-4	-6	-7	0	-9	1.1	-4
CC(C)CN1CCC(C(=O)NCC2CCCO2)CC1 (stereo not drawn)	-2	4	.	-6	1	4	-8	-4	-1.8	-5
Cc1ccccc1NS(=O)(=O)c1ccc(C(=O)N(C)CC(=O)Nc2ccccc2Br)cc1	17	-15	0	-7	9	-1	-7	15	0.5	11
CCCNC(=S)N1CCC(C(=O)c2ccc3c(c2)OCCO3)CC1	7	-20	-1	-9	4	2	-7	20	-0.6	2
CSc1ccccc1C(=O)Nc1nc2ccccc2[nH]1	54	2	16	10	0	5	.	-2	-0.5	9
O=C(NCCCN1CCOCC1)c1ccc(CNS(=O)(=O)c2ccc(Br)cc2)cc1	4	35	-1	-9	5	2	-11	-35	-0.3	-1
CCOC(=O)N1CCN(C(=O)CCN2C(=O)COc3ccc(C)cc32)CC1	.	-7	-2	10	2	2	-5	7	-0.7	2
NC(=O)C1CCN(C(=O)c2cc(S(=O)(=O)N3CCOCC3)c(Cl)cc2Cl)CC1	-6	7	-1	-14	2	10	0	-7	0.8	-6
CCN(CC)C(=O)Cn1cc(S(=O)(=O)CC(=O)NCCc2ccc(OC)c(OC)c2)c2ccccc21	1	.	-3	-10	0	1	-15	.	0.1	2

Rows were taken by chance. About 4.4% of those tested had a hit in this group.
